# STEP inh: STEP (human) phosphatase inhibition; P54829; recombinant STEP, OMFP fluorogenic substrate, fluorescence; inhibition, % at 20 µM; 0.25% of 360,000 active; AID 588621;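 active = inhibition at 20 µM, scaled per plate between control wells, above about 37%, limit read from the data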;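 also: 0% = DMSO with enzyme and substrate and 100% = substrate only without enzyme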
# Target sequence (P54829 whole entry, looked up): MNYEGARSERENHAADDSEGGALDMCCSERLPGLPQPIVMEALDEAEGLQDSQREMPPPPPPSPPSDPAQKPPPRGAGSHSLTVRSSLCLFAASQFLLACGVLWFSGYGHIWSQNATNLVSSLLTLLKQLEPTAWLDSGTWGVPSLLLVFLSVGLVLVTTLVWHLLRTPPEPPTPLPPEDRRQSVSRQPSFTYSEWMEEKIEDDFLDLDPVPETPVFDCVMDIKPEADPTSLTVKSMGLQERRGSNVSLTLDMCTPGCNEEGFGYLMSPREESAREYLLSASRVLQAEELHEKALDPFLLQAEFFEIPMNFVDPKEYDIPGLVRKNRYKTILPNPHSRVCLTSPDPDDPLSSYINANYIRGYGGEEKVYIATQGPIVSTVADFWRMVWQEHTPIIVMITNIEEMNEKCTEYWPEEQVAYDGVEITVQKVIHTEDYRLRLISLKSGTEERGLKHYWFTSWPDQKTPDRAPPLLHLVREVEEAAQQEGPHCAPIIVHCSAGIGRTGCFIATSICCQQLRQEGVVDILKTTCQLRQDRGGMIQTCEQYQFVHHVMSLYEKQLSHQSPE
#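 medium = Bis-Tris buffer pH 6.0, 2.5 mM DTT, 0.005% Tween 20 | test system = STEP (striatal-enriched tyrosine phosphatase) enzyme, cell-free | measure = normalized % inhibition | compound dosing = 20 µM, 1% DMSO | also added = 25 µM OMFP | schedule = reaction 20 min, ambient temperature | measured by = fluorescence read at 480 nm ex / 540 nm em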
# Scp-1 inhibitor: blocks human Scp-1 phosphatase activity | Q9GZU7 | Recombinant Scp1, phosphopeptide, malachite green phosphate absorbance | inhibition, % at 20 µM | 0.88% of 340,000 active | AID 493091;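 active = inhibition above about 50% at 20 µM, limit read from the data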;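 also: plate controls were DMSO wells with enzyme for no effect and wells lacking enzyme for full effect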
# Target sequence (Q9GZU7 76-261 limits assumed): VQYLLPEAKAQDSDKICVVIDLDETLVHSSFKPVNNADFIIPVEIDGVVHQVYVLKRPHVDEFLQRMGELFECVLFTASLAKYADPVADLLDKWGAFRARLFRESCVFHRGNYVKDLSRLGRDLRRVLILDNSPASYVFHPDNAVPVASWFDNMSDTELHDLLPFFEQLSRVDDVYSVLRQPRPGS
#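 Material: truncated SCP-1 phosphatase (76-261aa) / Buffer or medium: 50 mM Tris acetate pH 5.5, 0.005% Tween-20, 10 mM MgCl2 / Compound dosing: one concentration, 20 µM, with 1.0% DMSO / Incubation: 45 min room-temperature reaction, 5 min colour, 30 min stabiliser / Detection: colorimetric free-phosphate detection, absorbance 630 nm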
# E coli Lon inh: E. coli protease La inhibition; P0A9M0; purified E. coli Lon protease, fluorescence polarization; inhibition, % at 7.94 µM; 0.42% of 360,000 active; AID 602123; in the data active = inhibition above about 13%, passing the limit was not always enough;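 also: 0% = enzyme with probe and DMSO and 100% = no enzyme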
# MsrA act: activators of bovine methionine sulfoxide reductase A; purified bovine MsrA, absorbance read-out; activation, % at 10.6 µM; AID 602163; 0.3% of 360,000 active; in the data active = activation above about 7.5%;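 also: 0% = vehicle and 100% = reference activator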
# NRP1-CendR mod: modulators of CendR peptide binding to human neuropilin-1; 0.85% of 360,000 active; FAM-RPARPAR peptide binding to NRP-1, fluorescence polarization; inhibition, % at 25 µM; AID 602438;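 active = inhibition or corrected inhibition above about 18%, plus a signal ratio from 0.5 to 1.5, limit read from the data, passing the limit was not always enough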; also: strong numbers were not always called active
# Tb MetRS inh: Trypanosoma brucei MetRS inhibition. purified T. brucei MetRS, ATP depletion, Kinase-Glo luminescence. inhibition, % at 11.9 µM. 0.4% of 360,000 active;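 active = inhibition above a per-plate cutoff of the control wells' mean inhibition plus 3 SD, cut at about 5.5% in these data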;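 also: 0% = DMSO wells median and 100% = median of wells with control inhibitor compound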
#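 Material – parasite MetRS enzyme · Medium – HEPES-MgCl2-KCl buffer plus DTT, spermine, BSA, pyrophosphatase · Reagent – ATP, methionine and E. coli bulk tRNA substrates · Times – 15 min enzyme-compound preincubation, 2 h reaction, 10 min detection, 25 °C · Measured by – luminescence of leftover ATP · Evaluation – percent inhibition relative to median high and low control wells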
# MsrA inh: inhibitors of bovine MsrA; purified bovine MsrA, absorbance read-out; inhibition, % at 15.5 µM; 0.75% of 360,000 active; AID 651718; in the data active = inhibition above about 4.5%;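 also: 0% = vehicle wells with enzyme and 100% = reference inhibitor wells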
# DNMT1 inh: blocks human DNA methyltransferase DNMT1; AID 588458; inhibition (reported as % activation of signal), % at 10 µM; 0.83% of 360,000 active; P26358; DNMT1 molecular beacon, Hinp1I cleavage, fluorescence; in the data active = inhibition above about 50%
# SUMO1 PPI mod: SUMO1-SIM interaction modulation; P63165; SUMO1 binding to a labelled peptide, TR-FRET, 1 h; inhibition, % at 20 µM; 0.33% of 360,000 active; in the data active = inhibition above about 37%
# Target sequence (P63165 whole entry, looked up): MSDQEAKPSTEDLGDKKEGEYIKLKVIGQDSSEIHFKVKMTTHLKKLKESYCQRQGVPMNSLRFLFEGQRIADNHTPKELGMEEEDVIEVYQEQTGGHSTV
# LMPTP block: LMPTP (human) inhibition. P24666. recombinant LMPTP-A, OMFP fluorogenic substrate, fluorescence intensity. inhibition, % at 20 µM. 0.22% of 360,000 active. AID 651560;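 active = compounds that cut the enzyme signal by at least half of the control window in the single-dose screen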;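 also: plate controls were DMSO wells with enzyme plus substrate for no effect and substrate without enzyme for full effect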
# Target sequence (P24666 whole entry, looked up): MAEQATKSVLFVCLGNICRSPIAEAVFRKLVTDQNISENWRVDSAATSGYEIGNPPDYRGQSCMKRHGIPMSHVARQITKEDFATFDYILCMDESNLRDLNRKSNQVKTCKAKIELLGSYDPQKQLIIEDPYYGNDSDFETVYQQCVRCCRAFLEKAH
#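 material = LMPTP-A | quantity = 0.625 nM enzyme | reagent = OMFP substrate, 400 µM final | buffer or medium = Bis-Tris pH 6.0, DTT, detergent | detection = endpoint fluorescence intensity from OMFP dephosphorylation | dosing = single 20 µM dose | read-out basis = % inhibition relative to no-enzyme and uninhibited control wells | control set = no-enzyme and uninhibited controls | timing = 50 min at room temperature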
# Active calls of the source: *; x = no result given; & = joins results of further samples. Some of the compounds tested; rates above refer to the full screens.
# Start of the listing, in advance, 2 compounds:
SMILES,STEP inh,Scp-1 inhibitor,E coli Lon inh,MsrA act,NRP1-CendR mod,Tb MetRS inh,MsrA inh,DNMT1 inh,SUMO1 PPI mod,LMPTP block
N#CC1=C(N)Oc2c(c(=O)oc3ccccc23)C1c1ccc(OC(=O)N2CCOCC2)cc1 (centres undefined),1,-9,-7,-5,-3,0.0,1.4,-1,2,-1.4
CC(N=Cc1c(O)[nH]c(=O)[nH]c1=O)c1ccccc1 (centres undefined),-2,-8,-8,-4,5,0.0,0.0,-3,-4,-0.5

# Main list, repeating the preview:
SMILES,STEP inh,Scp-1 inhibitor,E coli Lon inh,MsrA act,NRP1-CendR mod,Tb MetRS inh,MsrA inh,DNMT1 inh,SUMO1 PPI mod,LMPTP block
N#CC1=C(N)Oc2c(c(=O)oc3ccccc23)C1c1ccc(OC(=O)N2CCOCC2)cc1 (centres undefined),1,-9,-7,-5,-3,0.0,1.4,-1,2,-1.4
CC(N=Cc1c(O)[nH]c(=O)[nH]c1=O)c1ccccc1 (centres undefined),-2,-8,-8,-4,5,0.0,0.0,-3,-4,-0.5
CCC(=NCCN1CCCCC1)c1c(O)n(C)c(=O)n(C)c1=O,-2,-2,-4,0,-13,-0.1,0.3,-3,9,-8.0
Cc1cc(C)cc(-n2c(O)c(C=Nc3ccc(N4CCOCC4)cc3)c(=O)[nH]c2=S)c1,-1,-1,-27,-8,-54,-1.4,3.3,-7,-17,0.7
CS(=O)(=O)NNP(=O)(NNS(C)(=O)=O)NC(=O)c1ccccc1,-1,-24,-8,0,11,-0.1,0.8,1,2,0.2
COc1cc(C=C2C(=O)NC(=O)NC2=O)cc(OC)c1OC,-2,-8,2,0,-4,0.2,0.1,-4,-5,-2.2
Cc1c(C(=O)C(=O)N2CCC3(CC2)OCCO3)c2ccccc2n1C,-1,-1,9,-4,2,0.5,3.4,1,-1,0.8
OC(Cn1c2ccccc2c2ccccc21)C[n+]1ccccc1 (centres undefined),-2,3,-7,1,-22,-0.6,0.6,8,-2,1.5
O=[N+]([O-])c1cc(O)c(O)c([N+](=O)[O-])c1,7,-9,3,-2,-9,-0.1,0.4,-1,-30,-0.3
O=C(C[N+]12CCC(CC1)C(CO)C2)c1ccc([N+](=O)[O-])cc1 (centres undefined),0,-8,-10,1,15,-0.1,2.2,-1,-24,1.4
COC(=O)C1=C(c2ccc(-c3ccccc3)c(F)c2)C[C@@H]2CC[C@H]1N2C(=O)NC(C)C,0,-11,-4,-3,-4,0.5,-0.8,0,7,0.5
O=C1NC(=O)N(c2ccccc2)C(=O)/C1=C\C=C\c1ccccc1,0,-7,-29,-13,-36,3.2,0.8,-2,8,-0.1
Cc1ccsc1C(=O)C1CCCN(Cc2sc(N(C)C)nc2Cl)C1 (centres undefined),6,-1,1,0,0,-0.4,2.1,-1,-1,0.2
Cc1cc(OCC(=O)NCc2ccncc2)c2c3c(c(=O)oc2c1)CCCC3,2,0,0,-4,17,0.0,1.8,4,-1,-0.3
COC(=O)C1=C(c2cccc(OCc3ccccc3)c2)C[C@@H]2CC[C@H]1N2C(=O)NCc1ccc(F)cc1,0,-18,2,-3,1,-0.3,-0.2,0,1,6.8

# Shown with two lines to a compound: part of the list above.
# Value order – STEP inh, Scp-1 inhibitor, E coli Lon inh, MsrA act, NRP1-CendR mod, Tb MetRS inh, MsrA inh, DNMT1 inh, SUMO1 PPI mod, LMPTP block
> CS(=O)(=O)NNP(=O)(NNS(C)(=O)=O)NC(=O)c1ccccc1
 : -1, -24, -8, 0, 11, -0.1, 0.8, 1, 2, 0.2
> COc1cc(C=C2C(=O)NC(=O)NC2=O)cc(OC)c1OC
 : -2, -8, 2, 0, -4, 0.2, 0.1, -4, -5, -2.2
> O=C1NC(=O)N(c2ccccc2)C(=O)/C1=C\C=C\c1ccccc1
 : 0, -7, -29, -13, -36, 3.2, 0.8, -2, 8, -0.1
> N#CC1=C(N)Oc2c(c(=O)oc3ccccc23)C1c1ccc(OC(=O)N2CCOCC2)cc1 (centres undefined)
 : 1, -9, -7, -5, -3, 0.0, 1.4, -1, 2, -1.4

# Continuation.
SMILES,STEP inh,Scp-1 inhibitor,E coli Lon inh,MsrA act,NRP1-CendR mod,Tb MetRS inh,MsrA inh,DNMT1 inh,SUMO1 PPI mod,LMPTP block
CCN(CC)C(=O)c1ccc(NC(=O)C2=C(C)OCCS2)cc1,1,-7,9,0,17,-0.5,-0.5,0,1,0.5
O=C1NC(=O)N(CCc2ccc(F)cc2)C(=O)/C1=C/C=C/c1ccccc1,0,-4,-29,-12,-45,-1.7,-1.5,2,18,0.4
CCCCCCn1c(O)c(C=NCCN2CCCCC2)c(=O)[nH]c1=O,0,-3,1,-1,11,-0.1,-0.9,0,-2,-5.5
CC(=O)NC(Cc1ccc(N(CCCl)CCCl)cc1)C(=O)NC(CC(C)C)C(=O)O (centres undefined),0,1,0,-12,-5,-0.7,-0.1,-3,1,3.1
c1ccc2c[n+](CCCCCCCCCC[n+]3ccc4ccccc4c3)ccc2c1,x,x,4,-2,1,-0.8,1.6,x,-35,20
O=c1c2ccccc2nc(-c2ccc(Cl)cc2Cl)n1-c1ccncc1,1,-7,0,0,-17,0.3,1.0,4,-1,-2.2
NNP(=O)(CC(=O)c1ccccc1)c1ccccc1 (centres undefined),-2,-3,-4,-4,-5,-0.7,0.3,5,-2,-1.4
COc1ccc2c(c1)C1(C)CCN(C)CC(C1)C2O (centres undefined),-1,x,-6,-11,-9,-0.3,0.3,9,0,-0.8
CC1CCN(CC(=O)c2ccccc2Cl)CC1,0,3,14,-8,16,-0.9,0.4,5,0,-1.0
Cc1cc(/C=C2\C(=O)NC(=O)N(c3ccc(Cl)cc3)C2=O)c(C)n1-c1cccc(C(=O)O)c1,13,52*,-40,-3,-45,-0.8,4.2,74*,19,1.5
O=C(OCC(=O)c1ccc([N+](=O)[O-])cc1)/C(=C/c1ccc(Cl)cc1)NC(=O)c1ccccc1,0,-10,-7,0,-12,-0.5,1.5,-7,-9,1.8
C[C@@H]1O[C@@H](O[C@@H]2C=C3CC[C@@H]4C(CC[C@]5(C)[C@@H](c6ccc(=O)oc6)CC[C@]45O)[C@@]3(C)CC2)[C@H](O)[C@H](O)[C@H]1O (some centres undefined),-1,2,4,-3,4,-0.1,0.1,-2,2,-0.9
COc1ccc(CN2Cc3cc(-c4cccc(F)c4)ccc3-n3nncc3C2)cc1,1,x,7,-3,-21,0.0,-0.3,6,8,4.0
COc1ccccc1CN1CCN(C(=O)COc2ccccc2)CC1,-1,-2,0,-10,7,-1.2,0.1,2,-1,-1.3
COc1ccc(-c2cc(=O)c3c(OC)c(OC)c(OC)cc3o2)cc1,1,1,-2,-6,-11,-0.5,2.5,-5,1,1.8
CCOC(=O)C1=C(N)OC2=C(C(=O)CCC2)C12C(=O)N(CC(N)=O)c1ccccc12 (centres undefined),-3,1,-18,-8,12,-1.5,0.2,2,0,-2.3
C[C@H]1CN([C@@H](C)CO)C(=O)CCCn2nncc2CO[C@H]1CN(C)C(=O)Oc1cccc2ccccc12,-1,x,-3,-6,-10,-1.5,2.1,4,0,-1.3
COc1ccccc1N1CCNCC1,-3,-9,-3,-2,-11,-0.7,-1.1,-1,7,-2.4
COc1cccc(N2C(=O)NC(=O)C3(Cc4cc(C)ccc4N(C)C3)C2=O)c1 (centres undefined),2,-6,-9,-4,-6,0.4,0.1,-6,-1,0.7
NCCc1c[nH]c2ccc(OCc3ccccc3)cc12,2,8,-6,-1,10,-0.7,-0.9,-46,-1,-0.1
COc1ccc(Cc2nccc3cc(OC)c(OC)cc23)cc1OC,1,-6,-1,-6,-5,-1.3,-0.5,-5,5,-0.1
c1ccc(C(OCCN2CCN(c3ncccn3)CC2)c2ccccc2)cc1,-1,1,10,-2,-54,-0.2,2.2,3,-4,1.0
CN1C(=O)/C(=C/c2ccc(N3CCCCCC3)o2)C(=O)NC1=S,1,-6,-207,0,-113,-0.2,-0.4,8,-139,15
CC(C)[C@H]1C(=O)O[C@H](C(C)C)C(=O)N(C)[C@@H](C(C)C)C(=O)O[C@H](C(C)C)C(=O)N(C)[C@@H](C(C)C)C(=O)O[C@H](C(C)C)C(=O)N1C,-2,4,2,3,-10,-0.6,x,-12,3,-0.3
COC(=O)C1=C(c2ccc(F)cc2F)C[C@@H]2CC[C@H]1N2C(=O)NCc1ccc2c(c1)OCO2,-3,-6,4,-1,14,-0.3,-0.7,3,1,-0.4
CCN(CC)C(=O)c1ccc(NC(=O)Nc2ccccc2F)cc1,0,-13,-7,-3,-1,-3.9,-1.2,-2,0,-2.3
Cc1cc(OCC(=O)N2CCC(C(=O)O)CC2)c2c3c(c(=O)oc2c1)CCCC3,-2,7,-1,0,11,-0.1,1.6,2,4,-2.0
O=[N+]([O-])/C(Cl)=C1\NCCN1Cc1ccc(Cl)nc1,-2,-10,-12,-5,6,0.1,1.7,1,1,-2.0
OC1/C(=C/c2ccccc2C(F)(F)F)N2CCC1CC2 (centres undefined),-2,-4,-2,-4,12,-0.4,-1.2,2,-2,-0.6
CCOC(=O)[C@]12Cc3ccccc3[C@H]1N(C)C(=O)c1cc(OC)ccc12,x,x,-1,-4,4,-0.8,0.6,x,7,-0.2
CC(C)N(CCC(C(N)=O)(c1ccccc1)c1ccccn1)C(C)C (centres undefined),-3&-2,-158&-1,2&-1,1&-2,6&-6,-0.8&-0.2,-0.8&0.3,2&2,-1&0,0.4&-2.7
COc1ccc2c(c1)C13CCCC[C@@H]1C(C2)N(C)CC3 (some centres undefined),-3,-9,-2,-2,-8,-0.3,-0.3,-2,-2,-0.2
Nc1ccc(Cl)c(Cl)c1,-1,-5,-14,-2,6,0.1,-0.7,1,-4,-0.4
COc1ccccc1N=C1SCCCN1C,-3,95*,2,-1,-4,-0.3,-0.6,4,-2,-0.1
CCCCn1c(O)c(C(CC)=NCCN2CCCCC2)c(=O)[nH]c1=O,0,-6,1,-1,-12,0.0,-0.7,-7,1,-6.4
O=c1oc2ccccc2c(O)c1C(c1ccc([N+](=O)[O-])cc1)c1c(O)c2ccccc2oc1=O,-2,-4,-11,-14,-23,-0.2,-0.1,-15,5,1.3
N=C1c2ccccc2CN1NC(=O)c1ccccc1,-4,-1,2,-13,-6,-0.8,1.1,2,1,0.5
O=C(N/N=C/c1c(O)n(Cc2ccco2)c(=O)[nH]c1=O)c1ccccc1O,4,16,-24,-2,-93,1.1,2.6,42,17,-0.7
CN1CCCN(C(=O)COc2cccc(C(F)(F)F)c2)CC1,0,-10,-1,-3,8,0.0,0.4,3,-1,0.1
COC(=O)C1=C(c2ccc3ccccc3c2)C[C@@H]2CC[C@H]1N2C(=O)N1CCC(C)CC1,0,-5,-16,0,5,-0.3,x,-1,1,2.0

# Screening data deposited in PubChem BioAssay by several laboratories.
